Screens from PubChem BioAssay.
Luciferase inh – firefly luciferase inhibition; P08659; purified firefly luciferase, luminescence, 8 min; Potency, µM (series often up to 57.1 µM), for the others: at the top dose activity change, negative = inhibition, most hits filed as inhibitors; 2.2% of 72,000 active; note: potency is the fitted concentration of half-maximal effect; % is set by controls: 0 for no effect and ±100 for the full control effect; nearly all actives have a fitted effect of over 40% in size
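Here, luciferase activity is measured as luminescence following an 8 min room-temperature reaction at 10 uM ATP, pH 7.2. Every library sample is titrated.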
Tau fil binding – binders of human tau filaments; 2% of 71,000 active; recombinant tau filaments, thioflavin S fluorescence, 15 h; filaments grown with octadecylsulfate alongside compound; Potency, µM (doses to about 57.1 µM), without a hit: top-dose activity change, negative = inhibition;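 note: potency is the fitted concentration of half-maximal effect; % is set by controls: 0 for no effect and ±100 for the full control effect; actives lower thioflavin S fluorescence by blocking filaments or displacing dye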
Target sequence (P10636 whole entry, looked up): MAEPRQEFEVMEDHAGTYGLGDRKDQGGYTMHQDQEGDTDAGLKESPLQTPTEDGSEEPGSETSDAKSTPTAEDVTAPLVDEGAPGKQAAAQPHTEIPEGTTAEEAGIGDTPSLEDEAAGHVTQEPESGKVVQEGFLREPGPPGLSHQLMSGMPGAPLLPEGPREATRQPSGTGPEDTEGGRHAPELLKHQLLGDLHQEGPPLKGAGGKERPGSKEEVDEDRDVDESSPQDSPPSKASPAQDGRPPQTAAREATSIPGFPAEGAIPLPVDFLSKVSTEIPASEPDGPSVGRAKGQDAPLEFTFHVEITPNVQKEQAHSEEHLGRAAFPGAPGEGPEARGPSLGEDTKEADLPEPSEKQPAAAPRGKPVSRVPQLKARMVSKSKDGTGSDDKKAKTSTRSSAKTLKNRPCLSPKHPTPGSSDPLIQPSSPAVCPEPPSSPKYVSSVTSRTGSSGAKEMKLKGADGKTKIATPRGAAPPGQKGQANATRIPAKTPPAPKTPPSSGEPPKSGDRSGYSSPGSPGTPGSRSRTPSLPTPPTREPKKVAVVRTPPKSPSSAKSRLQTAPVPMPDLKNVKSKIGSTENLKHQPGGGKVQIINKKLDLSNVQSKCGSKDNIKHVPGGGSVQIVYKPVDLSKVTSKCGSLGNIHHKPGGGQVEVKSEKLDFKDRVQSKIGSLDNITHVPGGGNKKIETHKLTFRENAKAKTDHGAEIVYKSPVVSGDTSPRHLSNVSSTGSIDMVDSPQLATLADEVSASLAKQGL
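His-tagged recombinant human tau (exons 2, 3, 10; 1 uM final) fibrillized with 30 uM sodium octadecylsulfate, 15 h at 37 C, in pH 7.4 HEPES buffer with 10 uM thioflavine S and 5 mM DTT. Reduced ThS fluorescence (450/510 nm) marks activity.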
Pol III holo inh – blocks replication by bacterial DNA polymerase III holoenzyme. AID 603. Potency, µM (doses to about 57.1 µM), for the others: at the highest dose activity change, negative = inhibition. reconstituted DNA polymerase III holoenzyme replication, biochemical. 0.25% of 71,000 active; note: potency is the fitted concentration of half-maximal effect; % is set by controls: 0 for no effect and ±100 for the full control effect
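Reconstituted *E. coli* holoenzyme (0.35 nM Pol III, 1 nM beta, 154 nM SSB, 2 nM primase) was preincubated with compound for 15 min at RT. Synthesis on 1.4 nM ssM13Gori ran 35 min, then was stopped with PicoGreen/EDTA and read as dsDNA fluorescence.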
ALOX15 inhib – blocks human 15-lipoxygenase activity; P16050; purified 15hLO-1, xylenol orange hydroperoxide absorbance; Potency, µM (series often up to 57.1 µM), without a hit: at the highest dose activity change, negative = inhibition, usual class: inhibitors; 1.4% of 74,000 active; note: potency is the fitted concentration of half-maximal effect; % is set by controls: 0 for no effect and ±100 for the full control effect; nearly all actives have a fitted effect of over 55% in size
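Compounds were preincubated 15 min at room temperature with 40 nM purified human enzyme (25 mM Hepes pH 7.5, 0.01% Triton X-100); 50 uM arachidonic acid reacted 6 min. Fe-xylenol orange detection, 30 min, absorbance ratio 573/405 nm.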
GFP derepression – epigenetic modulators derepressing GFP locus in mouse cells; mouse C127i GFP locus derepression, cytometry, 30 h; Potency, µM (highest dose often 46.1 µM), without a hit: at the highest dose GFP derepression (activation); 0.09% of 68,000 active; note: % of control where 0% means no effect
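Derepression screen: silenced CMV-GFP reporter in murine C127i cells, 30 h compound incubation at 37 C, washed cells imaged by laser-scanning cytometer to enumerate GFP-expressing objects of 20 to 120 um.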
HADH2 inhib – HADH2 (human) dehydrogenase inhibition; Potency, µM (series often up to 57.1 µM), without a hit: at the top dose activity change, negative = inhibition, hits mostly inhibitors; 3.4% of 73,000 active; Q99714; AID 886; recombinant HADH2, NADH fluorescence, beta-hydroxybutyryl-CoA; note: potency is the fitted concentration of half-maximal effect; % is set by controls: 0 for no effect and ±100 for the full control effect; nearly all actives have a fitted effect of over 60% in size; many of its hits are not listed in these tables
Target sequence (Q99714 whole entry, looked up, one chain of several): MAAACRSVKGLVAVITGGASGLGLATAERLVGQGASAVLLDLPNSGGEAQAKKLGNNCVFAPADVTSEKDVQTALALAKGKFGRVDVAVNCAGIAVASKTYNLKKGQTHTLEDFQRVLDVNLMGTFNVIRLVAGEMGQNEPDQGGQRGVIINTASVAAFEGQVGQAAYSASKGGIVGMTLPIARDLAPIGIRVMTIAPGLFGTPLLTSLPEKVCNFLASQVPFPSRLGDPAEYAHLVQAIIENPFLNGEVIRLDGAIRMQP
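20 nM HADH2 + cpd, 15 min RT; add 1 mM NAD+/90 uM beta-hydroxybutyryl-CoA; kinetic fluorescence 360/450 nm, 4 min. Tris-HCl pH 9.0, 0.01% Tween-20.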
Ub-GFP proteasome – inhibits proteasome, raising ubiquitin-GFP reporter fluorescence; Ubiquitin-GFP reporter cells, proteasome inhibition, GFP fluorescence; response scale: untreated = 0%, 10 µM MG-132 = 100%; Potency, µM (titrated, usually from 45.9 µM), for the others: top-dose activation (GFP accumulation), actives largely listed as activators; 67,000 tested, under 10 active; AID 526; active = well fitted activation curve with a large enough effect, not every such curve was filed as active; inconclusive = small, poorly fitted or top-dose-only effect, or another doubt; inactive = no such curve, though single readings can be large or run the other way; note: potency is the fitted concentration of half-maximal effect
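GFP accumulation read-out: laser plate cytometry counting ubiquitin(G76V)-GFP-expressing U2OS cells after 4 hr compound exposure at 37 °C. Titrations spanned 46 uM to 2.9 nM; 0% = basal, 100% = 10 uM MG-132; concentration-response curves fitted.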
HBB splicing – hemoglobin beta splicing modulation; HBB splicing reporter cell assay, activation; EGFP reporter with mutant IVS2-654 intron; response scale: normalised to 500 nM splice-correcting PNA; Potency, µM (doses to about 46.1 µM), inactives show at the highest dose activation, usual class: activators; 0.06% of 65,000 active; AID 925; note: potency is the fitted concentration of half-maximal effect; 0% is about no effect
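Compounds were applied for 2 days to HeLa EGFP-654 cells, 500/well in Optimem with 2% FCS. The reporter's EGFP is disrupted by mis-splicing of beta-globin intron IVS2-654. Readout: summed well GFP fluorescence from 488 nm laser scanning; reference was 500 nM antisense […] 654 PNA.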
CRE-bla Fsk – alters forskolin-stimulated CRE reporter signaling in CHO cells; CHO CRE-bla reporter (cAMP response element driving beta-lactamase), forskolin EC10, beta-lactamase ratio; Potency, µM (top dose mostly 38.2 µM), inactives show at the top dose activity change, negative = inhibition, actives largely listed as activators; 2.5% of 71,000 active; AID 662; active = well fitted activation curve with a large enough effect in the signal ratio, with a control signal flat, not every such curve was filed as active; inconclusive = small, poorly fitted or top-dose-only effect, or effect the other way, or a change in a side signal; the % refers to the signal ratio; note: potency is the fitted concentration of half-maximal effect; % of control where 0% means no effect
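Modulation of forskolin signalling: compounds in titration series added with EC10 NKH 477 to CHO cells carrying a CRE-driven beta-lactamase reporter, 3 h, 37C. CCF4 FRET ratio (460/530 nm, ex 405 nm) gives %activity and AC50.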
ERK AVP block – vasopressin-driven ERK pathway inhibition; HEK293-V1b, vasopressin-stimulated pERK AlphaScreen; Potency, µM (highest dose often 57.5 µM), for inactives: at the highest dose activity, negative = inhibition, actives largely listed as inhibitors; 0.99% of 72,000 active; note: potency is the fitted concentration of half-maximal effect; % is set by controls: 0 for no effect and ±100 for the full control effect; nearly all actives have a fitted effect of over 55% in size
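qHTS, compounds titrated on V1b-expressing HEK293 cells. Preincubation 30 min at 37C, vasopressin 25 nM for 5 min, lysis 10 min, bead incubation 5 hr at room temperature.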
Hsp90 Hop PPI – changes Hsp90-Hop TPR2A binding signal, up or down. AlphaScreen TPR2A-His6 binding biotin-Hsp90 C-terminal peptide. Potency, µM (highest dose often 57 µM), for inactives: at the highest dose activity change, negative = inhibition. 0.44% of 71,000 active. AID 595; active = well fitted curve in either direction with a large enough effect; inconclusive = small, poorly fitted or top-dose-only effect, or another doubt; note: potency is the fitted concentration of half-maximal effect; % is set by controls: 0 for no effect and ±100 for the full control effect; many of its hits are not listed in these tables
An asterisk follows results filed as active; ? = inconclusive; nt = not tested or not shown; [ ] = dose if it differs, or a comment. Unless noted, calls come from the whole dose curve; as a rule, active = well fitted curve in the direction sought with a large enough effect; inconclusive = small, poorly fitted or top-dose-only effect, or another doubt; inactive = no such curve, though single readings can be large; an effect the other way counts as inactive or inconclusive. The list is partial (hit frequency here may not be typical).

SMILES	Luciferase inh	Tau fil binding	Pol III holo inh	ALOX15 inhib	GFP derepression	HADH2 inhib	Ub-GFP proteasome	HBB splicing	CRE-bla Fsk	ERK AVP block	Hsp90 Hop PPI
Cn1c(=O)oc2cc(S(=O)(=O)N3CCCC(C(=O)N4CCn5c4nc4ccccc45)C3)ccc21 (centres undefined)	0%	385%	-4%	7%	nt	13%	2%	0.1%	3%	1%	-3%[2.3 µM]
COCC(=O)n1nc(NCc2ccc(OC)cc2)nc1NCc1ccc(OC)cc1	-1%	11%	10%	6%	0%	8%	-3%	1.6%	5%	-17%	-5%
Cc1cc(C)c2cc(C(O)c3nnnn3Cc3ccccc3)c(=O)[nH]c2c1 (centres undefined)	2%	2%	-3%	-4%	-1%	-1%	2%	nt	6%	-4%	-4%
Cc1cc2c(nc1C)CCCN2C[C@H](C)O/N=C\[C@@H](C)[C@H](OCc1ccccc1)C(C)C	1%[11.4 µM]	nt	nt	-8%[11.4 µM]	nt	-13%[11.4 µM]	nt	1.8%[9.22 µM]	nt	-5%[11.5 µM]	nt
CC1CCN(CCCNC(=O)c2cc3sccc3n2C)CC1	0%	0%	-3%	-4%	-3%	6%	3%	-2.4%	-17%	-20%	-8%
CS(=O)(=O)N(CC(=O)N1CCCCCC1)c1ccccc1	1%	0%	-8%	2%	0%	-2%	-4%	1.6%	-8%	-6%	-6%
CCOC(=O)N1CCN(C(=O)c2ccc(Cn3c(=S)[nH]c4cc5c(cc4c3=O)OCO5)cc2)CC1	6%	7%	-5%	-9%	4%	-16%	-1%	-0.7%[0.369 µM]	?	6%	-3%
NC(=O)c1ccc(N2CCCCC2)c(N2C(=O)C3C4C=CC(C4)C3C2=O)c1 (centres undefined)	1%	-5%	-9%	-13%	-2%	-20%	-1%	0.5%[9.22 µM]	2%	8%	-5%
CC(=O)Nc1c(C(=O)O)oc2ccc(Cl)cc12	0%	3%	?	3%	6%	7%	4%	0.1%[57.5 µM]	-11%	?	1%
COc1ccc2c(=O)cc(C(F)(F)C(F)(F)F)oc2c1	5%	-2%[11.4 µM]	-3%[11.4 µM]	2%[11.4 µM]	-2%	-11%[11.4 µM]	27%[9.17 µM]	-0.7%[0.0738 µM]	?	-3%	-4%[11 µM]
COc1cc2c(cc1OC)CN(Cc1nc3ccsc3c(=O)[nH]1)CC2	5%	-7%	-10%	2%	0%	-7%	-3%	-1.6%	8%	9%	-2%
Cc1cccc(NCc2ccccc2O)c1	-2%	-11%	-4%	7%	-1%	-4%	3%	-5.0%	?	-21%	2%
Cc1cnc(NC(=O)CN(C)S(=O)(=O)c2ccc(Cl)cc2)s1	-3%	-5%	-7%	-3%	-2%	10%	0%	-3.6%	?	-13%	-20%
O=C(CSc1ccccn1)N1CCN(C(=O)CSc2ccccn2)CC1	1%	22%	-5%	-5%	2%	5%	3%	nt	10%	5%	0%
O=C(COC(=O)c1ccc(S(=O)(=O)N2CCOCC2)cc1)NC1CCCCCC1	2%	-4%	-2%	15%	-3%	8%	-5%	-0.4%[57.5 µM]	-3%	3%	-1%
Cc1noc(/C=C/NCc2cccnc2)c1S(=O)(=O)N(C)CC(=O)N1CCc2ccccc21	2%	272%	-5%	?	nt	-7%	9%	-0.3%	-5%	-17%	-4%[2.3 µM]
COC(=O)CNC(=O)Cc1c(F)cccc1Cl	1%	2%	-3%	5%	-3%	12%	-3%	-0.5%	0%	-1%	-2%
C=CCSc1nnc(-c2ccccc2NC(=O)CC)c(=O)[nH]1	2%	0%	1%	9%	-1%	-4%	10%	-0.5%	-1%	-2%	1%
C=CCN=C(NC#N)SCC(=O)c1cccc(OC)c1	-13%	0%	-9%	0%	0%	-14%	14%	-0.1%	?	?	-11%
O=C(O)C1C2C=CC(O2)C1C(=O)Nc1ccccc1C(F)(F)F (centres undefined)	-2%	0%	2%	-15%	3%	-15%	-1%	-0.9%	2%	17%	2%
CCN(CC)c1ccc(C2CC(=O)NC3=C2C(=O)CC(C)(C)C3)cc1 (centres undefined)	2%	-15%	-8%	?	3%	7%	3%	1.5%	?	2%	-7%
COc1ccc(C[N+](C)(C)N)cc1OC	0%[11.4 µM]	4%[11.4 µM]	-5%[11.4 µM]	3%[11.4 µM]	0%[9.22 µM]	11%[11.4 µM]	3%[9.17 µM]	3.7%[9.22 µM]	15%[7.6 µM]	-2%[11.5 µM]	-2%[11 µM]
O=C(CN1C(=O)COc2ccccc21)N(Cc1ccc2c(c1)OCO2)CC1CCCO1 (centres undefined)	1%	-8%	-7%	0%	0%	9%	-4%	-0.3%[57.5 µM]	-3%	-17%	-1%
COC(=O)c1ccc(C(NC(=O)OCc2ccccc2)/C(=C/[C@@H](C)C(=O)NCc2nc3ccccc3s2)c2cccnc2)cc1 (some centres undefined)	nt	16%	-1%	-12%	nt	8%	nt	-1.4%	-18%	-3%	-7%
O=S(=O)(c1cccc2ccccc12)N1CCSC1	2%	6%	-4%	-3%	-2%	-7%	-4%	0.0%	?	-15%	12%
Later entries.
SMILES	Luciferase inh	Tau fil binding	Pol III holo inh	ALOX15 inhib	GFP derepression	HADH2 inhib	Ub-GFP proteasome	HBB splicing	CRE-bla Fsk	ERK AVP block	Hsp90 Hop PPI
O=c1c(-c2ccc(F)cc2)nc2cnc(N3CCNCC3)nc2n1Cc1ccc(F)cc1	1%[11.4 µM]	?	-9%	1%	3%[9.22 µM]	93%[activator]	-8%	-2.0%	?	14%	?
COc1ccc(CCNS(=O)(=O)c2cccc(F)c2)cc1OC	-1%	1%	-2%	8%	0%	-2%	-5%	1.2%	11%	-17%	-2%
CCc1cccc(OCCCCNCCOC)c1	2%	-29%	-2%	-3%	4%	0%	18%	1.0%[9.22 µM]	-8%	9%	1%
COC(=O)c1ccc2[nH]c(C)c(CN3CCCC3)c(=O)c2c1	-1%	-1%	-8%	?	-1%	?	0%	-0.2%[57.5 µM]	-7%	-10%	-3%
Cc1ccc(C)c(N2CCN(C(=O)CN3C(=O)c4ccccc4C3=O)CC2)c1	2%	0%	5%	-10%	8%	12%	-9%	0.5%[1.84 µM]	5%	-24%	3%
CC(C)CN1C(=O)c2ccc(C(=O)Nc3nccs3)cc2C1=O	13µM*	-25%	-4%	2%	15%	7%	0%	3.8%	21%	-22%	-8%
COCCCNCC(=O)Nc1ccc(OC(F)(F)F)cc1	0%	-19%	-4%	-6%	0%	15%	2%	nt	6%	0%	-5%
COc1ccc(N2CCN(C(=O)C(Cc3ccccc3)n3cccc3)CC2)cc1 (centres undefined)	-1%	13µM*	4%	25µM*	0%	-4%	0%	-0.6%	-4%	25µM*	?
COc1ccc(-c2nnc(SCC(=O)N3CCC(Cc4ccccc4)CC3)o2)cc1OC	2%	-9%	9%	4%	1%	-24%	-5%	nt	4%	-3%	1%
CN(C)CCCNC(=O)c1ccc(-c2ccccc2)cc1	2%	-22%	2%	-21%	3%	1%	-2%	-2.9%[57.5 µM]	-1%	62%	?
CC(=O)Nc1ccc(-c2nnc(SCC(=O)n3c4c(c5ccccc53)CCCC4)n2C)cc1	1%	10%	1%	2%	0%	18%	14%	3.4%	?	-10%	-7%
CC(=O)c1c(C)nn(CCC(=O)O)c1C	-1%	9%	-7%	-7%	-1%	9%	-2%	nt	-1%	-4%	-9%
CCc1ccccc1-n1c(SCC(=O)NC)nnc1-c1cccnc1	-1%	-2%	-3%	-2%	5%	-13%	-7%	nt	8%	-3%	-7%
O=C(Cc1ccccc1)NCCCN1CCN(CCCNC(=O)Cc2ccccc2)CC1	2%	6%	-4%	16%	3%	6%	-4%	0.3%	-7%	-6%	-7%
COC(=O)[C@]1(C)CCC(c2ccc(C)cc2)=C(CC(=O)O)C1	3%[11.4 µM]	5%[11.4 µM]	-8%[11.4 µM]	9%[11.4 µM]	0%[9.22 µM]	12%[11.4 µM]	2%[9.17 µM]	-1.2%[9.22 µM]	3%[7.6 µM]	-5%[11.5 µM]	0%[11 µM]
COc1ccc(C2CC(c3cccs3)n3nc(N)nc3N2)cc1 (centres undefined)	-1%	-9%	-6%	6%	0%	?	-8%	0.7%	8%	-26%	-1%
CNc1ncncc1-c1ccccc1OC	0%[2.29 µM]	-21%	-9%	-1%	0%[9.22 µM]	?	6%	-3.0%	-14%	23%	0%
COc1ccc(-c2coc3cc(O)ccc3c2=O)cc1OC	-11%	9%	0%	-15%	-4%	?	10%	0.6%	13%	?	1%
COc1nc2ccccc2c(=O)n1OCC(C)C	2%	-14%	-3%	8%	-2%	-4%	9%	7.2%[1.84 µM]	?	-1%	2%
